High-throughput results as filed in PubChem.
SW480 rereplic = A quantitative high throughput screen for small molecules that induce DNA re-replication in SW480 colon adenocarcinoma cells. Potency, µM (doses to about 46.1 µM), inactives show at the top dose re-replication activation, usual class: activators. SW480 DNA re-replication, Hoechst DNA content imaging, 48 h. actives 1.8% (n = 340,000). AID 624297, 2012; note: % of control where 0% means no effect; nearly all actives have a fitted effect of over 55% in size
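Readout is total intensity of Hoechst-stained nuclei, excited at 405 nm and collected at 500-530 nm. Compound treatment lasted 48 hr at 37 C in 5% CO2 before staining.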
KB-3-1 cytotox = qHTS assay for MDR1-selective chemotherapeutics: Primary screen using the parental adenocarcinoma cell KB-3-1; KB-3-1 viability, CellTiter-Glo ATP luminescence, 72 h; actives 1.4% (n = 400,000); Potency, µM (highest dose often 46.1 µM), inactives show top-dose activity change, negative = cytotoxic, hits mostly cytotoxic; AID 1347075, 2019; note: % is set by controls: 0 for no effect and ±100 for the full control effect; nearly all actives have a fitted effect of over 60% in size
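Multi-concentration cytotoxicity screen in KB-3-1 cells grown in DMEM lacking phenol red with 10% FBS. After 72 h at 37 °C with compound, ATP-dependent luminescence was recorded.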
GLP1R ag = qHTS of GLP-1 Receptor Agonists; Glucagon-like peptide 1 receptor (Homo sapiens), P43220; HEK293 GLP-1R CRE-luciferase, luminescence, 4-6 h; cells express a hypersensitive GLP-1R form; Potency, µM (titrated, usually from 45.6 µM), for inactives: at the top dose activation, hits mostly activators; actives 0.007% (n = 380,000); AID 624172, 2012; note: % of control where 0% means no effect
Target sequence (P43220 whole entry, looked up): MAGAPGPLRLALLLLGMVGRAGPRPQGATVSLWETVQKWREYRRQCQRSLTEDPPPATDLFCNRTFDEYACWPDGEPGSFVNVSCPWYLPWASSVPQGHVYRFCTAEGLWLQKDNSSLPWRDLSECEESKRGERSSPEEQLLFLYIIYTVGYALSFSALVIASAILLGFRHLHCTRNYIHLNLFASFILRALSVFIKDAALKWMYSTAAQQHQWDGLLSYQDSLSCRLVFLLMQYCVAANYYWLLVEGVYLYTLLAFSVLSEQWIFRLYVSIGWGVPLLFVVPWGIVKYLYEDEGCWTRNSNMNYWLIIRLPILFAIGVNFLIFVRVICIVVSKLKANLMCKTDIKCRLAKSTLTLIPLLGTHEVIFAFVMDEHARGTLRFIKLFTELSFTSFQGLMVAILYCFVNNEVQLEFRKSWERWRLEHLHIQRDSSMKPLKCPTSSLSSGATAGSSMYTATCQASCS
TDP-43 yeast inh = qHTS of TDP-43 Inhibitors. TDP-43 expressing yeast growth rescue, BacTiter-Glo, 24 h. Potency, µM (series often up to 46.1 µM), for the others: at the highest dose growth rescue (activation), actives largely listed as activators. actives 1.8% (n = 410,000); note: % of control where 0% means no effect; nearly all actives have a fitted effect of over 50% in size
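Luminescence from BacTiter-Glo reports growth of TDP-43-expressing yeast after 24 hr at 30 deg C with compound. Cells were raffinose-pregrown to mid-log, then seeded in galactose medium at OD600=0.02.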
KB-V1 MDR tox = qHTS assay for MDR1-selective chemotherapeutics: Primary screen using the drug-selected MDR subline cells KB-V1; KB-V1 MDR cells viability, CellTiter-Glo, 72 h; Potency, µM (titrated, usually from 46.1 µM), for inactives: top-dose activity change, negative = cytotoxicity, hits mostly cytotoxic; actives 3.4% (n = 400,000); AID 1347076, 2019; note: % is set by controls: 0 for no effect and ±100 for the full control effect; nearly all actives have a fitted effect of over 60% in size
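Luminescent ATP read-out (CellTiter-Glo, 10 min) measures survival of drug-selected KB-V1 MDR cells after 72 h, 37 degrees C compound exposure. Medium: phenol-red-free DMEM, 10% FBS. Values from fitted concentration-response curves.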
HT1080NT lethal = qHTS for induction of synthetic lethality in tumor cells producing 2HG: qHTS for the HT-1080-NT fibrosarcoma cell line | Potency, µM (highest dose often 46.1 µM), without a hit: at the highest dose activity, negative = less viability, hits mostly cytotoxic | AID 686970, 2013 | actives 1.6% (n = 360,000) | HT-1080-NT fibrosarcoma viability, CellTiter-Glo ATP luminescence, 48 h;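 note: NT is the 2HG producing partner of a matched IDH1 knockdown line; 0% = DMSO-treated cells and -100% = media-only wells without cells; nearly all actives have a fitted effect of over 55% in size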
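Compounds were tested in concentration-response format on HT-1080-NT cells for 48 hours at 37 degrees C. Cell viability came from CellTiter-Glo luminescence; curves were classified by r2, response magnitude and activity.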
HT1080 IDH1KD tx = qHTS for induction of synthetic lethality in tumor cells producing 2HG: qHTS for the HT-1080-IDH1KD cell line; HT-1080 IDH1 knockdown viability, ATP luminescence, 48 h; Potency, µM (titrated, usually from 46.1 µM), for the others: at the top dose activity, negative = toxicity, most hits filed as cytotoxic; actives 2% (n = 360,000); AID 686971, 2013;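 note: 0% = DMSO wells and -100% = cell-free medium wells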
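Cytotoxicity counter-line: IDH1KD HT-1080, 48 h, CellTiter-Glo. Curves classed by r2, magnitude and activity.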
GLP1R cytotox = qHTS of GLP-1 Receptor Inverse Agonists: Cytotox Screen | actives 0.13% (n = 410,000) | Potency, µM (doses to about 38.3 µM), for the others: at the highest dose activity change, negative = inhibition, most hits filed as inhibitors | HEK293 cAMP-luciferase reporter cells, luminescence, 24 h;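 note: loss of luciferase light is scored as toxicity; % is set by controls: 0 for no effect and ±100 for the full control effect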
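Luminescence readout: signal drop marks cytotoxicity. Plated cells grew 12 h at 37 °C, 5% CO2, received 23 nL compound for 24 h, then got luciferase reagent, read after 12 min at RT.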
GLP1R inv ag = qHTS of GLP-1 Receptor Inverse Agonists (Inhibition Mode); HEK293 GLP-1R CRE-luciferase, luminescence, 24 h; GLP-1R form is constitutively active; Potency, µM (titrated, usually from 38.3 µM), without a hit: top-dose activity change, negative = inhibition, usual class: inhibitors; actives 1.6% (n = 410,000); AID 624417, 2012; note: % is set by controls: 0 for no effect and ±100 for the full control effect; nearly all actives have a fitted effect of over 55% in size
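Luminescence readout: a drop in cAMP-driven luciferase signal flags inverse agonism at a constitutively active GLP-1R stably expressed in HEK293. Compound exposure lasted 24 hr at 37 deg C, 5% CO2.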
* marks the source's active call; other numbers are inactive results; u = inconclusive; x = not tested or not shown; [ ] = remark or other dose. Calls come from the whole dose curve; as a rule, active = well fitted curve in the direction sought with a large enough effect; inconclusive = small, poorly fitted or top-dose-only effect, or another doubt; inactive = no such curve, though single readings can be large; an effect the other way counts as inactive or inconclusive. Potency is the fitted concentration of half-maximal effect.

nr	compound	SW480 rereplic	KB-3-1 cytotox	GLP1R ag	TDP-43 yeast inh	KB-V1 MDR tox	HT1080NT lethal	HT1080 IDH1KD tx	GLP1R cytotox	GLP1R inv ag
1	CC(C)NC(=O)C1CCN(C2CCN(C(=O)c3ccc4cccc(F)c4n3)CC2)CC1	-4%	5%	13%	16%	0%	-3%	1%	-19%	7%
2	COc1cc(C(=O)CSc2nncn2C)cc(OC)c1OC	8%	0%	-14%	1%	1%	10%	8%	-6%	11%
3	Cc1cccc(C(=O)NNC(=O)c2ccco2)c1O	26%	4%	-5%	15%	22%	18%	1%	4%	7%
4	CCN(CC)S(=O)(=O)c1cccc(C(=O)Nc2sc3c(c2C#N)CCC(C)C3)c1 (centres undefined)	x	0%	-2%	-24%	-14%	x	x	-6%	4%
5	NC(=O)c1ccc(NC(=O)COC(=O)CCCOc2ccccc2)cc1	-4%	11%	-8%	u	u	12%	15%	6%	8%
6	Cc1ccc2oc(Nc3nc(C)c(C)c(C)n3)nc2c1	13%	0%	-5%	4%	0%	4%	13%	-15%	6%
7	CC1CCN(CCCNC(=O)c2ccc3c(Cl)c4c(nc3c2)CCCC4)CC1	u	u	12%	-12%	-22%	u	21µM*	u	u
8	Cc1ccccc1NS(=O)(=O)c1cc(C(=O)NCCSC2CCCCC2)ccc1C	-3%	-19%	9%	-3%	u	-29%	u	-6%	u
9	COC(=O)c1c(SC)nc2ccccc2c1OCc1ccc(Cl)cc1	x	-11%	x	7%	2%	x	x	7%	u
10	Cc1ccc2nc(SCC(=O)Nc3cccc(F)c3)nc(=O)n2c1	-6%	u	-8%	12%	9.2µM*	8%	2%	-24%	26%
11	O=C(N/N=C/c1c(F)cccc1Cl)C(=O)N1CCCCCC1	19%	-9%	4%	-11%	-6%	-2%	-4%	-6%	15%
12	CCN(CC)S(=O)(=O)c1cc(-c2ccc(=O)n(C(C)C(=O)Nc3cccc(C#N)c3)n2)ccc1C (centres undefined)	x	-6%	x	22%	-9%	x	x	-5%	-3%
13	O=C(Cn1cc(C(=O)c2ccco2)c2ccccc21)NC1CCCC1	-9%	9%	-5%	-2%	-6%	0%	14%	-12%	-15%
14	Cc1cccc(S(=O)(=O)NC2CCCCCCC2)c1	-3%	-11%	6%	-25%	-16%	-13%	-8%	-9%	u
15	COc1ccc(NC(C)=O)cc1S(=O)(=O)Nc1ccccc1C(=O)NCCc1ccccc1	10%	6%	7%	13%	-1%	21%	-2%	-8%	5%
16	S=c1[nH]ccn1Cc1ccccc1	4%	5%	3%	2%	15%	12%	3%	-9%	9%
17	Cc1cc(C)c(S(=O)(=O)Nc2ccncc2)cc1C	1%	-5%	12%	-18%	-3%	1%	9%	-7%	6%
18	O=C(Nc1ccc(Cc2ccc(NC(=O)C3CC3)cc2)cc1)C1CC1	-97%[inhibitor][9.22 µM]	-2%	3%	2%	0%	-4%	-2%	9%	-4%
19	CS(=O)(=O)N(Cc1cccc(CN(C(C(=O)O)c2ccccc2)S(C)(=O)=O)c1)C(C(=O)O)c1ccccc1 (centres undefined)	-14%	u	-1%	7%	-3%	15%	10%	0%	16%
20	Cn1c(CCc2ccccc2)n[nH]c1=S	-5%	14%	1%	-12%	u	-1%	20%	0%[7.66 µM]	7%[7.66 µM]
21	NCc1csc(Nc2ncccn2)n1	x	0%	-6%	20%	4%	-1%	-1%	7%	6%
22	COC(=O)/C(C#N)=C/c1c(N2CCN(c3ccccc3)CC2)nc2ccccn2c1=O	2%	20%	20%	u	-1%	2%	1%	-5%	38%[activator]
23	COc1ccccc1-c1noc(-c2ccccc2C(=O)Nc2ccccc2)n1	-8%	0%	1%	7%	-2%	0%	1%	-4%	12%
24	CN1CCN(C(=S)C(=O)Nc2ccccc2)CC1	-8%	11%	4%	16%[9.22 µM]	0%	3%	5%	-4%	7%
25	CN1C(=O)c2ccc(C(=O)NC3CCCCC3)cc2C1=O	0%	-1%	2%	-9%	8%	11%	16%	0%	5%
26	CCN1CCN(C(=O)CSCc2nc(-c3ccc(OC)c(OC)c3)oc2C)CC1	-2%	13%	1%	u	-9%	1%	-1%	2%	2%
27	CCCC(=O)N1CCN(c2ccc(NC(=O)c3ccc(N4CCCC4)c([N+](=O)[O-])c3)cc2Cl)CC1	u	-27%	14%	24%	u	28%	14%	6%	16%
28	Cc1sc(NC(=O)CSc2nnc(-c3ccccc3)o2)c(C#N)c1C	-3%	6%	-12%	24%	-1%	14%	9%	u	0%
29	Cc1cc(C)n(C(=O)CNC(=O)C2COc3ccccc3O2)n1 (centres undefined)	2%	9%	-7%	-5%	12%	9%	8%	4%	8%
30	CCOc1ccc(-c2nnc(NC(=O)c3ccc(OCC(C)C)c(OC)c3)o2)cc1	0%[9.22 µM]	u	-17%	18%	u	-13%	-10%	-4%	24%
31	CC(=O)c1ccc(N2CCN(C(=O)CCS(=O)(=O)c3ccc4c(c3)oc(=O)n4C)CC2)cc1	x	0%	x	-3%	6%	x	x	-15%	0%
32	CCOC(=O)N1CCN(S(=O)(=O)c2ccc(C(=O)Nc3sc4c(c3C#N)CC(C)(C)NC4(C)C)cc2)CC1	-7%	4%	-2%	13%	0%	9%	9%	-6%	-6%
33	C#CCOc1nc(C)cc(C)c1S(=O)(=O)c1ccccc1C	4%	-3%	4%	8%	10%	-13%	0%	-3%	u
34	COc1ccc(C(C)=O)cc1COC(=O)c1ccc2c(c1)OCO2	-9%	11%	23%	14%	-9%	-2%	-16%	-20%	27%
35	CCOC(=O)c1ccc(NC(=O)N2CCN(Cc3cccc(F)c3)CC2)cc1	2%	1%	5%	0%	18µM*	-28%	u	-9%	0%
36	Cc1cc(C)c2oc(-c3cccc(NC(=O)c4ccc(F)cc4)c3)nc2c1	-8%	-2%	2%	7%	-1%	3%	2%	-6%	1%
37	COc1ccc(-c2cccc(C(=O)Nc3ccccc3C)c2)cc1	-1%	-2%	7%	-16%	-2%	15%	-2%	-8%	4%
38	N#CC1=C(N)N(c2ccc(Oc3ccccc3)cc2)C(=O)C1	-6%	2%	-1%	6%	4%	20%	14%	-1%	1%
39	CCOC(=O)c1cc(OC(=O)c2ccccc2F)n(-c2ccccc2)n1	x	1%	-5%	u	2%	x	x	-15%	2%
40	COc1cc(C(=O)Nc2nnc(SC)s2)c([N+](=O)[O-])cc1OC	-4%	3%	-1%	17%	25%	2%	-1%	6%	0%
41	Cc1cccc(C(=O)N/N=C/c2coc3ccccc3c2=O)c1	-3%	14%	-2%	u	20%	1%	-5%	15%	-1%
42	Cc1ccc(NC(=O)C(C)OC(=O)c2ccc(NC(=O)CC#N)cc2)cc1S(=O)(=O)N1CCOCC1 (centres undefined)	-1%	-2%	-12%	-3%	0%	-1%	-14%	9%	6%
43	CC(=O)Nc1ccc(SCC(=O)c2c(N)n(Cc3ccccc3)c(=O)n(C)c2=O)cc1	-11%	13%	9%	2%	-1%	-1%	5%	2%	4%
44	C=CCNC(=O)COC(=O)C1CCN(S(=O)(=O)c2ccc3c(c2)OCCO3)CC1	-17%	3%	-4%	-21%	1%	-12%	-6%	1%	22%
45	CCC(=O)N1CCCc2cc(S(=O)(=O)N3CCC(C(=O)Nc4ccc(F)c(F)c4)CC3)ccc21	x	0%	x	-22%	-17%	x	x	-24%	11µM*
46	CCCCC(=O)Nc1ccc(C(=O)OCc2cc(=O)n3ccsc3n2)cc1	x	-2%	x	7%	-1%	x	x	-3%	-9%
47	O=C(COc1ccc(Br)cc1)N1CCc2ccccc21	-7%	7%	22%	13%	12%	7%	5%	-6%	3%
48	CN(CC(=O)Nc1cccc(F)c1)C(=O)C1CCC(C(=O)N(C)CC(=O)Nc2cccc(F)c2)CC1 (centres undefined)	-12%	-7%	9%	6%	u	-9%	-8%	-18%	16%
49	COc1ccc(N(CC2CO2)S(=O)(=O)c2ccccc2)cc1 (centres undefined)	22%	-17%	7%	-6%	-31%	-26%	u	-1%	9%
50	CCNC(=O)c1c(O)c2cccc3c2n(c1=O)CC3	-10%	u	1%	-16%	-10%	u	u	-27%	u

The list goes on:
nr	compound	SW480 rereplic	KB-3-1 cytotox	GLP1R ag	TDP-43 yeast inh	KB-V1 MDR tox	HT1080NT lethal	HT1080 IDH1KD tx	GLP1R cytotox	GLP1R inv ag
51	NC(=O)C1(NC(=O)[C@@H]2CC3(CC(c4cccc(NC(=O)c5cc([N+](=O)[O-])cc([N+](=O)[O-])c5)c4)=NO3)CN2C(=O)c2ccccc2)CC1 (some centres undefined)	5%	21%	1%	3%	u	2%	4%	u	1%
52	COc1ccc(S(=O)(=O)N2CCN(C(=O)Cc3cccs3)CC2)cc1	-18%	0%	-5%	4%	5%	5%	2%	-17%	0%
53	CCCc1c(C(=O)N/N=C/c2ccoc2)nnn1-c1nonc1N	x	3%	9%	6%	17%	6%	8%	-12%	6%
54	Cc1ccc(C2=NN(C(=O)CN3C(=O)c4ccccc4S3(=O)=O)C(c3ccco3)C2)cc1 (centres undefined)	u	13%	7%	8%	1%	-3%	2%	11%	u
55	CC(C)CCNC(=O)c1ccc2nc(CCc3ccccc3)oc2c1	x	10%	x	14%	1%	x	x	-3%	2%
